RXFP1 ag = RXFP1 (human) receptor agonism; Potency, µM (doses to about 57.5 µM), inactives show at the top dose activation, actives largely listed as activators; 370,000 tested, 0.3% active; HEK293T-RXFP1 cAMP TR-FRET, 30 min; response scale: percent of porcine relaxin response, buffer zero; also: potency is read from the fitted curve at half-maximal effect; % is scaled to controls: 0 for no effect and ±100 for the full control effect; nearly all actives have a fitted effect of over 60% in size; many of its hits are not listed in these tables
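HEK293 cells stably expressing RXFP1, treated 30 min at 37C with compounds plus PDE4 inhibitor Ro 20174; cAMP measured by HTRF TR-FRET. Normalized to buffer and 29 nM porcine relaxin; EC50 by Hill fit.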
Vif-A3G inh = inhibitors of Vif-APOBEC3G interaction; AID 602310; Potency, µM (titrated, usually from 46.1 µM), inactives show at the top dose activity, negative = active, hits mostly inhibitors; 410,000 tested, 0.076% active; HeLa A3G-eYFP + Vif (tagged APOBEC3G with the HIV-1 protein that degrades it), YFP fluorescence, overnight;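 also: potency is read from the fitted curve at half-maximal effect; % is scaled to controls: 0 for no effect and ±100 for the full control effect; nearly all actives have a fitted effect of over 60% in size; hits raise eYFP signal because A3G escapes Vif-driven loss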
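Read-out is eYFP fluorescence (Ex 488/Em 500-530) from Vif-expressing HeLa A3G-eYFP cells; more signal means A3G escaped Vif-mediated degradation. Cells plated overnight, compound pinned in, incubated overnight at 37 deg C.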
LDHA block = blocks human lactate dehydrogenase A; P00338; purified LDHA, NADH/diaphorase-resazurin fluorescence; stronger effect = lower value; activity change, % (values are at about 110 or 230 µM); 480,000 tested, 0.15% active; in the data active = activity change below about -30%; inconclusive = mostly about -25% to -30%;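 also: plate controls were DMSO wells for no effect and wells without enzyme for full effect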
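Human LDH5 (2 nM) was incubated with 0.06 mM NADH and 0.2 mM pyruvate for 5 min at room temperature in Tris pH 7.4. Remaining NADH was coupled through diaphorase/resazurin, and resorufin fluorescence was read at 0 and 20 min.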
mIDH1 inhibitor = inhibitors of human mutant IDH1 R132H. IDH1-R132H enzyme, NADPH consumption, diaphorase/resazurin fluorescence. Potency, µM (doses to about 76.6 µM), inactives show at the top dose activity change, negative = inhibition, hits mostly inhibitors. 390,000 tested, 0.093% active. AID 602179; also: potency is read from the fitted curve at half-maximal effect; % is scaled to controls: 0 for no effect and ±100 for the full control effect; nearly all actives have a fitted effect of over 65% in size
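IDH1-R132H (0.5 ug/mL) preincubated 30 min with compound, then NADPH (0.016 mM) and alpha-KG (2 mM) added; 80 min at RT, pH 7.5. Remaining NADPH coupled via diaphorase/resazurin to fluorescence (540/590 nm); concentration-response curves normalized to no-enzyme control.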
Glioma ERSR ind = induces the endoplasmic reticulum stress response in human glioma cells; Potency, µM, without a hit: at the highest dose activation, hits mostly activators; U87-MG GRP78 promoter luciferase reporter, 16 h; 420,000 tested, 0.02% active; AID 602332; also: potency is read from the fitted curve at half-maximal effect; series mostly up to about 76 µM; % of control where 0% means no effect; nearly all actives have a fitted effect of over 35% in size
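ERSR induction read as luciferase luminescence (Bright-Glo, 10 min at room temperature) in stably transfected human U87-MG glioma cells exposed to compounds for 16 h, using GRP78 as sensor.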
Vif-A3F inh = Vif-A3F binding inhibition; HeLa A3F-eYFP + Vif (tagged APOBEC3F with the HIV-1 protein that degrades it), YFP fluorescence increase; Potency, µM (doses to about 46.1 µM), without a hit: at the top dose activity, negative = active; 390,000 tested, 0.2% active; also: potency is read from the fitted curve at half-maximal effect; % of control where 0% means no effect; nearly all actives have a fitted effect of over 65% in size
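HeLa cells stably expressing Vif plus C-terminally eYFP-tagged A3F were seeded, incubated overnight at 37 deg C, dosed with compound, incubated overnight again at 37 deg C. Yellow fluorescence (Ex 488/Em 500-530) reported blocked Vif-mediated A3F-eYFP degradation.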
USP1-UAF1 inh = USP1/UAF1 (human) deubiquitinase inhibition; O94782; recombinant USP1/UAF1, Ub-Rhodamine cleavage fluorescence; Potency, µM (top dose mostly 57.1 µM), inactives show at the top dose activity change, negative = inhibition, usual class: inhibitors; 390,000 tested, 0.23% active; also: potency is read from the fitted curve at half-maximal effect; % is scaled to controls: 0 for no effect and ±100 for the full control effect; nearly all actives have a fitted effect of over 60% in size; inactives centre near -12
Target sequence (O94782 whole entry, looked up): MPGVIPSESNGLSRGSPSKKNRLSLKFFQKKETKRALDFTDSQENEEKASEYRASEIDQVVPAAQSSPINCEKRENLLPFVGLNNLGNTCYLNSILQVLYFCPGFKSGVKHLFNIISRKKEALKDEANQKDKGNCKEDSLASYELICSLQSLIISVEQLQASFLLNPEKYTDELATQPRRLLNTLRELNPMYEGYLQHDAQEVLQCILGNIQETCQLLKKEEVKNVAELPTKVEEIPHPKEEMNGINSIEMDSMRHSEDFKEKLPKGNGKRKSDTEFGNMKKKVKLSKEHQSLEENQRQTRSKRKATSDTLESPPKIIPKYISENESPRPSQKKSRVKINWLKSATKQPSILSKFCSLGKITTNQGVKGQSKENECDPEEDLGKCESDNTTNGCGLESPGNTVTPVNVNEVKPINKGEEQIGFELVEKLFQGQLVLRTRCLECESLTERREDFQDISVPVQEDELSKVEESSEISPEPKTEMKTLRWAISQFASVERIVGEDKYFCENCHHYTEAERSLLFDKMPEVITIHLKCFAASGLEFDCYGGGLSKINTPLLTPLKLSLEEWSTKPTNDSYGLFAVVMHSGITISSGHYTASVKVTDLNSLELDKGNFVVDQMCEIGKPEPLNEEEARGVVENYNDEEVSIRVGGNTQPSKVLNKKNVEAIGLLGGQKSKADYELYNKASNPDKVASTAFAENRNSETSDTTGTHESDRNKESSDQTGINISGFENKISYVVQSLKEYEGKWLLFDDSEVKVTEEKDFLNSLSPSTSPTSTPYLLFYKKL
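1 nM enzyme complex + cpd, 15 min RT; start with Ub-Rho 150nM final; kinetic fluorescence ex 480/em 540, 6 reads q60 s. Buffer 50mM HEPES pH 7.8, 0.5mM EDTA, 0.1 mg/ml BSA, 1mM TCEP, 0.01% Tween-20.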
PI4K2A inh = blocks human PI4K2A kinase activity | activity change, negative = inhibition, % at 76.9 µM | Q9BTU6 | purified PI4K2A, ADP-Glo luminescence, 1 h; stronger effect = lower value | 420,000 tested, 0.13% active; in the data active = activity change below about -50%; inconclusive = mostly about -30% to -49%;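 also: -100% = wells without enzyme as full effect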
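In this quantitative HTS, ADP production by PI4K2A was quantified luminescently after 1 h at ambient temperature; 100 microM adenosine served as plate-quality control.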
TrxR1 substrate = substrates of rat thioredoxin reductase 1; purified TrxR1 substrate turnover, NADPH consumption readout; O89049; 390,000 tested, 0.01% active; Potency, µM (titrated, usually from 114 µM), without a hit: top-dose activity change, negative = substrate turnover; also: potency is read from the fitted curve at half-maximal effect; % is scaled to controls: 0 for no effect and ±100 for the full control effect; nearly all actives have a fitted effect of over 50% in size
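Rat TrxR1, dispensed at 90 nM, was prereduced with 400 uM NADPH (final) for 5 min at ~22 deg C, then incubated with compound 15 min before 400 uM selenite. A first-read NADPH fluorescence drop versus no-compound background flagged substrates.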
* hit, by the source's call; ? = inconclusive; · = no result given; & = joins results of further samples; [ ] = remark or other dose. Unless noted, calls follow the shape of the dose curve; as a rule, active = well fitted curve in the direction sought with a large enough effect; inconclusive = small, poorly fitted or top-dose-only effect, or another doubt; inactive = no such curve, though single readings can be large; an effect the other way counts as inactive or inconclusive. Some of the compounds tested (hit frequency here may not be typical).

SMILES	RXFP1 ag	Vif-A3G inh	LDHA block	mIDH1 inhibitor	Glioma ERSR ind	Vif-A3F inh	USP1-UAF1 inh	PI4K2A inh	TrxR1 substrate
O=C(CN1c2ccccc2Sc2ccccc21)N/N=C/c1ccc(Cl)cc1Cl	1.3%	-1%	-2	3%	1%	-3%	-11%	-5	1%
O=C(NC1CCSc2ccccc21)c1cc([N+](=O)[O-])ccc1N1CCOCC1 (stereo not drawn)	2.9%	-5%	-7	2%	1%	?	-25%	1	0%
CC1(C)CC(=O)C=C(c2ccc(Oc3ccccc3)cc2)C1	0.1%	3%	0	-5%	2%	5%	-15%	-3	2%
CC(C)(C)C1c2[nH]c3ccccc3c2CCN1CCCn1cccn1 (stereo not drawn)	1.3%	-7%	1	-7%	-3%	2%	-4%	3	5%
CC(=O)Nc1ccc(CNC(=O)C[N+]2(C)CCOCC2)cc1	-0.9%	0%	-4	-1%	-3%	6%	-13%	2	8%[57.1 µM]
CCC1CN(C(=O)N2CCC(C(=O)NCc3ccccc3C)CC2)c2ccccc2O1 (stereo not drawn)	0.7%&-0.3%	0%&-1%	-1&0	0%&-9%	-4%&-3%	-6%&3%	?	8&-2	1%&-3%
Cc1cccc(NC(=S)N2CCN(C(=O)c3ccco3)CC2)c1	-2.6%	-3%	-3	-9%	-4%	0%	-21%	-2	3%
Nc1cc(=O)[nH]c(SCC(=O)Nc2ccc(Oc3ccccc3)cc2)n1	0.7%	0%	-1	0%	-3%	-11%	-19%	-4	4%
COc1ccc(NC(=O)C(c2cc3c(cc2[N+](=O)[O-])OCO3)N(C)C)cc1 (stereo not drawn)	3.7%	-3%	2	-2%	0%	-9%	-12%	6	9%[57.1 µM]
O=C(Cn1c(=O)nc(-c2ccccc2)c2ccccc21)NCc1ccc(F)cc1	-0.5%	6%	-17	-6%	1%	0%	?	-6	3%[57.1 µM]

The list goes on, overlapping the part above by two compounds.
SMILES	RXFP1 ag	Vif-A3G inh	LDHA block	mIDH1 inhibitor	Glioma ERSR ind	Vif-A3F inh	USP1-UAF1 inh	PI4K2A inh	TrxR1 substrate
COc1ccc(NC(=O)C(c2cc3c(cc2[N+](=O)[O-])OCO3)N(C)C)cc1 (stereo not drawn)	3.7%	-3%	2	-2%	0%	-9%	-12%	6	9%[57.1 µM]
O=C(Cn1c(=O)nc(-c2ccccc2)c2ccccc21)NCc1ccc(F)cc1	-0.5%	6%	-17	-6%	1%	0%	?	-6	3%[57.1 µM]
Cn1c(NCC(O)c2ccccc2)nc2c1c(=O)n(Cc1ccc(Cl)c(Cl)c1)c(=O)n2C (stereo not drawn)	·	2%	-2	6%	-11%	5%	-6%	-5	15%[57.1 µM]
O=C(c1ccccc1)N1CCN(Cc2ccccc2)CC1	1.4%	0%	-24	9%	-4%	-3%	8%	-1	6%
Cc1cc(C(=O)COc2ccc(Br)cc2F)c(C)n1CC1CCCO1 (stereo not drawn)	·	-4%	-5	-2%	-2%	-6%	?	-7	·
CN(/C(=N/S(=O)(=O)c1cccs1)c1ccccc1)c1ccc(O)cc1	4.4%	0%	-2	1%	-4%	-6%	-5%	-3	-3%
CCc1nc2ccc(C(=O)N3CCN(c4cccc(C(F)(F)F)c4)CC3)cc2nc1CC	1.5%	4%	0	0%	-4%	2%	-17%	5	-13%
CCOC(=O)c1cc(-c2ccccc2)sc1NC(=O)c1ccc(OC)cc1	1.4%	1%	-7	7%	-2%	2%	-22%	2	3%
COc1ccc(Br)cc1CNC(=O)CCc1cn(Cc2ccc(C)cc2)c2ccccc12	5.9%	-2%	3	8%	-3%	1%	-12%	3	6%
CNC(=O)/C(C#N)=C/c1c(N2CCCCCC2)nc2ccccn2c1=O	6.6%	-1%	-2	4%	-1%	?	-18%	-2	48%[activator]
CCOC(=O)Cc1c(C)nc2c(C#N)c[nH]n2c1=O	3.6%	1%	7	17%	-4%	-1%	-12%	8	7%
CC(I)CCC(C)[n+]1cccc(I)c1 (stereo not drawn)	·	4%	-3	·	-3%	·	·	·	-3%

Just USP1-UAF1 inh and TrxR1 substrate, for some of the entries so far:
Compound,USP1-UAF1 inh,TrxR1 substrate
CN(/C(=N/S(=O)(=O)c1cccs1)c1ccccc1)c1ccc(O)cc1,-5%,-3%
CCc1nc2ccc(C(=O)N3CCN(c4cccc(C(F)(F)F)c4)CC3)cc2nc1CC,-17%,-13%
CCOC(=O)c1cc(-c2ccccc2)sc1NC(=O)c1ccc(OC)cc1,-22%,3%
COc1ccc(Br)cc1CNC(=O)CCc1cn(Cc2ccc(C)cc2)c2ccccc12,-12%,6%
CNC(=O)/C(C#N)=C/c1c(N2CCCCCC2)nc2ccccn2c1=O,-18%,48%[activator]
CCOC(=O)Cc1c(C)nc2c(C#N)c[nH]n2c1=O,-12%,7%
CC(I)CCC(C)[n+]1cccc(I)c1 (stereo not drawn),·,-3%

Next compounds:
SMILES	RXFP1 ag	Vif-A3G inh	LDHA block	mIDH1 inhibitor	Glioma ERSR ind	Vif-A3F inh	USP1-UAF1 inh	PI4K2A inh	TrxR1 substrate
O=C(O)/C(=C/c1ccc(Cl)c([N+](=O)[O-])c1)c1ccc(S(=O)(=O)N2CCCCC2)s1	·	0%	15	-2%	2%	1%	?	10	-3%
COCCn1c(N)c(Sc2ccc([N+](=O)[O-])cc2)c(=O)[nH]c1=O	2.1%	0%	-11	10%	-3%	-14%	-18%	4	-7%
CC12CCC(=O)N1C(C(=O)Nc1cccc(S(=O)(=O)N3CCCCCC3)c1)CS2 (stereo not drawn)	-0.9%	2%	-6	4%	-6%	-11%	-1%	0	4%[11.4 µM]
COc1ccc(CNC(=O)C(C)N2C(=O)COc3ccc(C)cc32)c(OC)c1 (stereo not drawn)	-3.2%	-4%	-11	1%	1%	3%	-5%	-13	6%
CCC(C)NC(=O)N1c2ccccc2Sc2ccccc21 (stereo not drawn)	1.4%	-7%	0	4%	1%	9%	0%	2	-1%
CN(CC(=O)Nc1cccnc1)S(=O)(=O)c1ccccc1	2.7%	-1%	0	-1%	-5%	-5%	-18%	2	5%
[O-]/C(=C(\C(=S)Nc1cccc2ccccc12)[n+]1ccccc1)c1cccs1	-0.1%	-2%	2	12%	-2%	-4%	1%	1	3%
Cc1nn(C)c(C)c1S(=O)(=O)N1CCC(CO)(Cc2ccc(Cl)cc2)CC1	1.8%	1%	-6	18%	-3%	0%	-6%	6	-2%[57.1 µM]
CN(C)c1ncnc2sc(-c3ccccc3)cc12	8.0%	-8%	-15	0%	3%	-7%	-9%	-3	4%
Cc1cc(C)n(-c2c(C)[nH]c3ccccc23)n1	0.6%	2%	1	2%	-3%	-16%	-7%	-4	13%[57.1 µM]
Cc1cc(C)c(NC(=O)CCn2c(=O)c3cccn3c3cccnc32)c(C)c1	20%	-4%	-3	-8%	-1%	-10%	-13%	-4	13%
CC(C)Cc1nnc(NC(=O)CSc2ccccn2)s1	-0.9%	1%	0	-1%	0%	-6%	-1%	1	1%
Cc1ccc(S(=O)(=O)C(CNC(=O)COc2ccccc2)c2cccs2)cc1 (stereo not drawn)	2.0%	0%	-2	1%	-3%	0%	?	2	-3%[57.1 µM]
COc1ccc(Cl)cc1NC(=O)CCc1nnc2ccc(N3CCC4(CC3)OCCO4)nn12	13%	1%	-3	4%	-3%	-13%	-9%	-8	6%
CCCCCc1c(O)c2ccccc2[nH]c1=O	-0.6%	0%	-10	7%	-3%	-4%	-2%	-2	49%[activator]
COc1cccc(C(NC(C)=O)c2nc(-c3ccc4c(c3)OCO4)cs2)c1 (stereo not drawn)	·	-19%	0	·	-3%	·	·	-2	·
CC1CC2=C(NC(=S)NC2c2ccc(F)cc2)/C(=C/c2ccc(F)cc2)C1 (stereo not drawn)	-1.2%	0%	-7	12%	0%	-5%	-11%	-2	5%[57.1 µM]
C/C(CCc1ccccc1)=N\NC(=O)CCc1ccccc1	0.2%	1%	-1	0%	-2%	-15%	-20%	-1	-9%
CCN(CC)S(=O)(=O)c1ccc(NC(=S)NC(=O)C2CCC2)cc1	-1.2%	-4%	-6	-1%	-3%	1%	-21%	0	3%
O=C(Nc1cccc(C(=O)OCc2cc(=O)n3nc(C4CC4)sc3n2)c1)c1ccc(F)cc1	8.2%	8%	-5	-2%	-1%	-8%	-28%	-4	-1%[57.1 µM]
Cc1ccn(CCC(=O)N2CCCC(CCC(=O)N3CCN(c4ccccn4)CC3)C2)n1 (stereo not drawn)	-1.0%	0%	-6	-2%	2%	1%	-16%	-1	12%[57.1 µM]
CC(C)c1cc(C(=O)Nc2ccc3c(c2)OCO3)no1	-0.1%	1%	2	17%	-7%	1%	-22%	-2	6%
COCOCCn1cc(CN2CCS(=O)(=O)N(Cc3ccc(-c4ccc(OC)cc4)cc3)C(CC(C)C)C2=O)nn1 (stereo not drawn)	·	-14%	4	3%	-5%	-11%	-8%	-2	·

Bioassay records: PubChem BioAssay, National Center for Advancing Translational Sciences (NCATS)
